Screens: PubChem, National Center for Advancing Translational Sciences (NCATS)
Tau fluor cs: Counterscreen qHTS for Inhibitors of Tau Fibril Formation, Fluorescence Polarization. tau K18 P301L Alexa594 fluorescence, heparin fibrillization. Potency, µM (top dose mostly 57.7 µM), without a hit: top-dose activity change, negative = decrease. 280,000 tested, 0.93% active. AID 1463, 2008; further: on the % scale 0 is the no-effect control and ±100 the full control effect; nearly all actives have a fitted effect of over 55% in size
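Human tau K18 P301L (15 uM unlabeled, 0.24 uM Alexa 594-labeled) in 100 mM sodium acetate pH 7 with 20 uM heparin, 6 hr at 37 C. ThT 30 uM added, 1 hr ambient; Alexa 594 FP and total fluorescence read at 555/632 nm.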
aGlu spleen mod: qHTS Assay for Inhibitors and Activators of Human alpha-Glucosidase From Spleen Homogenate; Lysosomal alpha-glucosidase (Homo sapiens), P10253; Potency, µM (top dose mostly 79.9 µM), for the others: at the highest dose activity change, negative = inhibition, usual class: inhibitors; human spleen homogenate, 4-MU-alpha-glucoside fluorescence; AID 2112, 2009; 240,000 tested, 0.006% active;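 further: 0% = enzyme with vehicle and -100% = no enzyme basal signal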
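Compounds were titrated against alpha-glucosidase in spleen homogenate at pH 5.0, with 1 mM 4-methylumbelliferyl substrate for 40 min at 37 C. Reactions were quenched with pH 10 NaOH/glycine and fluorescence measured.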
Epigenetic reg: Quantitative High-Throughput Screen for Regulators of Epigenetic Control; murine LDR cells, GFP reporter derepression, 30 h; Potency, µM (titrated, usually from 53.9 µM), inactives show at the top dose GFP activation, most hits filed as activators; 280,000 tested, 0.2% active; further: % of control where 0% means no effect; nearly all actives have a fitted effect of over 60% in size
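Murine LDR cells bearing a silenced CMV-driven GFP reporter were exposed to compound for 30 h at 37 C. After PBS washes, GFP-positive cells (20-120 um objects) counted by laser-scanning microplate cytometry.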
ALDH1A1 inh: qHTS Assay for Inhibitors of Aldehyde Dehydrogenase 1 (ALDH1A1) | Purified ALDH1A1, NADH fluorescence, propionaldehyde substrate | Potency, µM (highest dose often 75.3 µM), for the others: at the top dose activity, negative = inhibition, usual class: inhibitors | 220,000 tested, 7.3% active | AID 1030, 2008; active means well fitted inhibition curve with a large enough effect, not every such curve was filed as active; inconclusive means small, poorly fitted or top-dose-only effect, or another doubt; inactive means no such curve, though single readings can be large or run the other way;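 further: plate controls were no enzyme wells and a reference inhibitor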
Target sequence (P00352 whole entry, looked up): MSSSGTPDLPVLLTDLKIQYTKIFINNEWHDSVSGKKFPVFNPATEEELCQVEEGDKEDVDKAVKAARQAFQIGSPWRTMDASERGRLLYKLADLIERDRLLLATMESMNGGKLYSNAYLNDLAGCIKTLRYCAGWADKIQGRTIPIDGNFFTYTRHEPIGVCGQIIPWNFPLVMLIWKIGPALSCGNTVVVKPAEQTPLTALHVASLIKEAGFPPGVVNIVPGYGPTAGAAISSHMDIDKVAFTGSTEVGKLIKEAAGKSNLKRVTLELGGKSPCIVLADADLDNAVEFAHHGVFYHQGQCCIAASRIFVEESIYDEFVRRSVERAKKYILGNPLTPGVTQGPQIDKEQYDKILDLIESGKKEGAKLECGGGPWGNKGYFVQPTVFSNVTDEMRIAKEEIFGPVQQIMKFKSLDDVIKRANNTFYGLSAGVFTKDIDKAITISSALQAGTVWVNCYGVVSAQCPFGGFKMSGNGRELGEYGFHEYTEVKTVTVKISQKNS
GAA inhib: qHTS Assay for Inhibitors of Human alpha-Glucosidase as a Potential Chaperone Treatment of Pompe Disease; Lysosomal alpha-glucosidase (Homo sapiens), P10253; purified human GAA, 4-MU-alpha-glucoside fluorescence; Potency, µM (doses to about 76.9 µM), for inactives: at the top dose activity change, negative = inhibition, most hits filed as inhibitors; 200,000 tested, 0.005% active;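 further: plate controls were uninhibited enzyme wells for no effect and no-enzyme background for full effect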
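Endpoint fluorogenic read: 20 min room-temperature reaction of 4 nM human alpha-glucosidase with 400 uM 4-methylumbelliferyl-alpha-D-pyranoside, pH 5.0, quenched with 1M NaOH/1M glycine pH 10. AC50 from Hill modeling.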
GLA spleen mod: qHTS Assay for Inhibitors and Activators of Human alpha-Galactosidase From Spleen Homogenate; Alpha-galactosidase A (Homo sapiens), P06280; human spleen homogenate, 4MU-alpha-Gal fluorescence, 40 min; Potency, µM (titrated, usually from 80 µM), for inactives: at the top dose activity change, negative = inhibition, actives largely listed as inhibitors; 240,000 tested, 0.008% active; AID 2107, 2009;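 further: 0% = enzyme with vehicle and -100% = no enzyme basal signal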
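Spleen homogenate 1 ug + cpd (titration) + 4-MU-alpha-D-galactopyranoside 1 mM; 37C 40 min; 50 mM citrate/phosphate pH 5.0, 0.01% Tween-20; stop pH 10; fluorescence 365/440; AC50 via Hill.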
NPSR antagonist: qHTS Assay for Antagonists of the Neuropeptide S Receptor: cAMP Signal Transduction; AID 1461, 2008; CHO-NPSR cells, cAMP TR-FRET, antagonist mode; Potency, µM (top dose mostly 38.3 µM), for the others: top-dose activity change, negative = inhibition, hits mostly inhibitors; Q6W5P4; 220,000 tested, 1% active; further: on the % scale 0 is the no-effect control and ±100 the full control effect; nearly all actives have a fitted effect of over 50% in size; many of its hits are not listed in these tables
Target sequence (Q6W5P4 whole entry, looked up): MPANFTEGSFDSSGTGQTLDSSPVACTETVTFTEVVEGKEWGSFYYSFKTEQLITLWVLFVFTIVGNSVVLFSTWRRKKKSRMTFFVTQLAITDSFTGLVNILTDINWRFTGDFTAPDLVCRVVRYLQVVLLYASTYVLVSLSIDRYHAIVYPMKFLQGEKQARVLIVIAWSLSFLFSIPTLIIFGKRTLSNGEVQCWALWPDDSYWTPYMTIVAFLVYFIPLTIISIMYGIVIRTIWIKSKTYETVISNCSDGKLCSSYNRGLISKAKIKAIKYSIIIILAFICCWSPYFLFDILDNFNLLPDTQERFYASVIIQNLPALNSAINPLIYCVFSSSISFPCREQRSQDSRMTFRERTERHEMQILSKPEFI
GAA glycogen: qHTS Assay for Inhibitors and Activators of Human alpha-Glucosidase Cleavage of Glycogen. 300,000 tested, 0.38% active. Potency, µM (doses to about 76.4 µM), inactives show top-dose activity change, negative = inhibition, usual class: inhibitors. Lysosomal alpha-glucosidase (Homo sapiens), P10253. recombinant GAA, glycogen substrate, Amplex Red glucose oxidase fluorescence;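 further: 0% = full enzyme reaction and -100% = no-enzyme basal signal; the screen sought inhibitors and activators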
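Recombinant enzyme (4 nM final) with compounds titrated up to 77 uM and bovine liver glycogen (30 ug) in citrate pH 5.0, 0.01% Tween-20, 37 C 40 min. Released glucose detected by Amplex Red/glucose oxidase (Ex 573/Em 610); AC50 from Hill fits.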
* = called active by the depositor; ? = inconclusive; nt = not tested or not shown; & = joins results of further samples; [ ] = another dose, or the depositor's remark. Unless noted, the call rests on the fitted dose curve; in most records, active means well fitted curve in the direction sought with a large enough effect; inconclusive means small, poorly fitted or top-dose-only effect, or another doubt; inactive means no such curve, though single readings can be large; an effect the other way counts as inactive or inconclusive. Potency means the concentration at half of the fitted maximal effect.

SMILES	Tau fluor cs	aGlu spleen mod	Epigenetic reg	ALDH1A1 inh	GAA inhib	GLA spleen mod	NPSR antagonist	GAA glycogen
Cc1ccc(NC(=O)CC2Nc3ccccc3NC2=O)cc1Cl (stereo unspecified)	?	-4%	6.7%	?	14%	17%	-13%[46.1 µM]	-10%
Cc1cccc(NC(=S)N(Cc2ccco2)C(C)c2cccs2)c1 (stereo unspecified)	?	-5%	-0.9%	3%	1%	-2%	-56%	-13%
COc1ccc(-c2csc(NC(=O)CC(C)C)n2)cc1	-19%	-3%	0.0%	?	-7%	-17%	-16%[46.1 µM]	4%
Cc1onc(-c2ccccc2Cl)c1C(=O)NCc1cccs1	-6%	2%	-0.9%	?	-5%	-6%	-15%[46.1 µM]	-8%
CCCCCNC1=CC(=O)CC(c2ccccc2)C1 (stereo unspecified)	-14%	14%	-1.3%	?	9%	-8%	-11%[46.1 µM]	5%
COc1ccccc1C(=O)NCC(=O)OCc1ccc(Br)cc1	-12%	-8%	0.1%	-3%	5%	4%	1%[46.1 µM]	15%
COCC(=O)NCc1ccc2c(c1)cc(C)n2C	-12%	-3%	1.1%	2%	-2%	-3%	0%	-1%
COc1ccccc1OCc1ccc(C(=O)NN)o1	-10%	1%	0.1%	nt	nt	4%	-12%	-17%
CCCNc1nc(Cl)nc(NCc2cccnc2)n1	1%	-2%	1.0%	nt	nt	4%	-20%	6%
COc1ccc(N2CCN(C(c3cccc(OC)c3OC)c3nnnn3C3CCCC3)CC2)cc1 (stereo unspecified)	?	-13%	-2.2%	?	?	2%	-29%[46.1 µM]	-15%
COc1ccc(C(=O)Nc2ccc3nc(N4CCCCC4)cc(C)c3c2)cc1OC	10µM*[quencher]	5%	-0.2%&-0.9%	-13%	-5%	17%	5%	14%[76.3 µM]
Cc1ccc(S(=O)(=O)N(C)CC(=O)OCC(=O)NC(c2ccccc2)c2ccccc2)cc1	-11%	-5%	-0.9%	?	-1%	-4%	-7%	-9%
O=C(CSc1nnc(-c2n[nH]c3ccccc23)n1-c1ccccc1)Nc1cccc(Cl)c1	-11%	-3%	?	8%	-6%	-3%	-36%	8%
Cc1cccc(C(=O)NC2CC3CCCC(C2)N3S(=O)(=O)c2ccccc2)c1 (stereo unspecified)	-10%	-2%	-9.1%	?	-12%	2%	-15%[46.1 µM]	1%
O=[N+]([O-])c1nn(-c2ccc3c(c2)OCCO3)n(O)c1=NC1CCCC1	-7%	9%	0.0%	?	-12%	11%	3%[46.1 µM]	1%
c1ccc2c(c1)OCCOCCOCCOCCOCCOc1ccccc1OCCOCCOCCO2	12%	0%	-4.3%	2%	0%	1%	5%	-3%
Cc1ccc(/C=C/C(=O)c2c(C)cc(C)[nH]c2=O)cc1	-2%	1%	-1.1%	-3%	-8%	3%	?	-5%
COc1cccc(C2c3[nH]c4ccccc4c3CCN2Cc2cnn(C)c2)c1 (stereo unspecified)	-4%	3%	0.0%	nt	nt	5%	-26%	18%
O=C(COC(=O)c1ccccc1Br)Nc1ccc(F)cc1	-13%	7%	2.6%	1%	-9%	8%	-4%	-1%
Cc1ccccc1-c1nnc(-c2ccccc2C)o1	-5%	-3%	-1.0%	-1%	4%	-2%	-1%[46.1 µM]	-1%
CCc1cccc(NC(=O)COc2ccccc2)c1	-18%	-1%	0.1%	-1%	-7%	3%	-4%[46.1 µM]	2%
O=C(O)c1ccc(S(=O)(=O)N2CCC(c3nc(-c4ccccc4Cl)no3)CC2)cc1	6%	-13%	-0.8%	-13%	?	-10%	-28%[46.1 µM]	-5%
Cc1ccccc1OCC(=O)Nc1ccc2oc(=O)ccc2c1	-18%	2%	1.1%	?	9%	-11%	-5%	6%
CCOc1cc(/C=C2\SC(=N)N(c3nccs3)C2=O)ccc1OCCN1CCOCC1	-16%	-3%	?	2%	-7%	5%	-43%	-2%
COc1ccc(NC(=O)Cn2nc([N+](=O)[O-])c(Cl)c2C)cc1OC	-5%	-17%	0.0%	nt	nt	-5%	3%	-2%
Cc1nc2c(=O)n(-c3ccc(F)cc3F)nc(C)c2s1	-13%	-1%	2.4%	-4%	-3%	-4%	-2%	8%
C=CCn1c(SCC(=O)NCc2ccc3c(c2)OCO3)nc2scc(-c3ccc(F)cc3)c2c1=O	-19%	-1%	5.6%	-5%	0%	-6%	-16%[46.1 µM]	8%
O=S(=O)(Nc1ccncc1)c1ccc(Cl)cc1	0%	2%	0.8%	33%[activator]	0%	5%	1%[46.1 µM]	4%
COc1ccc(-c2cc(N)n(S(=O)(=O)c3ccc(C)cc3)n2)c(OC)c1	?	3%	-1.5%	?	-9%	5%	-18%[46.1 µM]	-16%
CC(C)C(=O)N(c1ccc(F)cc1)C1C=CS(=O)(=O)C1 (stereo unspecified)	-22%	2%	-1.9%	28µM*	-5%	2%	-4%[46.1 µM]	12%
CCc1ncc(C(=O)c2ccc(OC)cc2)n1C	4%	-4%	-0.8%	?	-8%	1%	?	-11%
Cc1cccc(NS(=O)(=O)c2ccc3c(c2)NC(=O)CC(=O)N3)c1	4%	5%	0.0%	3%	4%	3%	4%	1%
Nc1nccnc1C(=O)N/N=C/c1ccco1	-27%	3%	1.7%	nt	nt	6%	9%	-8%
CCn1c(SCC(=O)Nc2sc(C)c(C)c2C#N)nnc1C1CC1	5%	0%	1.0%	nt	nt	-13%	-14%	2%
COC(=O)CN(c1ccc(OCc2ccccc2)cc1)S(C)(=O)=O	4%	1%	-0.3%	?	-4%	1%	-10%	12%
CC(=O)Nc1nc2ccccc2n1CCN(C)C	0%	-6%	-1.0%	-5%	-9%	-1%	-6%[46.1 µM]	-3%
COc1cccc(-n2nnc3c(=O)n(Cc4ccc(Cl)cc4)cnc32)c1	-14%	-8%	0.9%	0%	-8%	-3%	-29%[46.1 µM]	-2%
CCOc1ncccc1C(=O)N(C)CC1COc2ccccc2O1 (stereo unspecified)	-1%	-2%	0.0%	-1%	-1%	2%	-5%[46.1 µM]	2%
O=c1[nH]cnc2c1C1(CCCC1)Cc1ccccc1-2	4%	-23%	-5.7%	-6%	-3%	-3%	?	-6%
O=C(c1ccncc1)c1ccc([N+](=O)[O-])cc1	0%	-2%	-0.7%[10.1 µM]	2%	13%	1%	12%	10%
CCCCS(=O)(=O)Nc1ccc(Cc2ccncc2)cc1	2%	4%	0.0%	12%	-2%	5%	-4%[46.1 µM]	-9%
Cc1nc(-c2ccccc2)sc1C1(C)CC(c2ccc([N+](=O)[O-])cc2)=NO1 (stereo unspecified)	-14%	1%	-0.7%	nt	nt	-4%	-27%	5%
Cn1cc(CN2CCCC(C(=O)c3nccn3C)C2)c(-c2cccc(Cl)c2)n1 (stereo unspecified)	1%	-1%	-0.5%	-1%	?	-3%	-9%	-12%
COc1ccc(N2C(=O)CSCC2=O)cc1OC	2%	2%	-0.6%	1%	-1%	0%	7%	8%
CC(C)CNC(=O)COc1ncnc2sccc12	-1%	3%	0.0%	0%	1%	2%	3%	-3%

3 compounds already listed, arranged by the number in GAA inhib, largest number first.
Structure | aGlu spleen mod | Epigenetic reg | ALDH1A1 inh | GAA inhib | GLA spleen mod | NPSR antagonist | GAA glycogen
CC(C)CNC(=O)COc1ncnc2sccc12 | 3% | 0.0% | 0% | 1% | 2% | 3% | -3%
c1ccc2c(c1)OCCOCCOCCOCCOCCOc1ccccc1OCCOCCOCCO2 | 0% | -4.3% | 2% | 0% | 1% | 5% | -3%
COc1ccc(C(=O)Nc2ccc3nc(N4CCCCC4)cc(C)c3c2)cc1OC | 5% | -0.2%&-0.9% | -13% | -5% | 17% | 5% | 14%[76.3 µM]

Further records follow:
SMILES	Tau fluor cs	aGlu spleen mod	Epigenetic reg	ALDH1A1 inh	GAA inhib	GLA spleen mod	NPSR antagonist	GAA glycogen
O=C(COC(=O)CC12CC3CC(CC(C3)C1)C2)Nc1cccnc1Cl	-12%	-5%	-0.3%	-14%	-7%	-4%	-27%	-12%
O=C(Nc1ccccc1)c1cn2ccccc2n1	-7%	-3%	1.1%	-2%	-13%	-23%	-15%	0%
O=C(NCc1ccon1)c1ccc(OC2CCN(CCc3ccccc3)CC2)cc1	12%	0%	3.9%	2%	-3%	-6%	-12%	9%
C=CCn1c(SCc2c(F)c(F)c(F)c(F)c2F)nc(O)cc1=O	-1%	-3%	-1.2%	-5%	?	-12%	-10%[46.1 µM]	4%
CCn1c(=O)cc(OCC(=O)Nc2ccccc2C#N)c2ccccc21	-2%	-11%	-0.8%	?	-1%	-6%	-4%[46.1 µM]	-7%
COc1cccc(-c2csc(NC(=O)Oc3ccccc3)n2)c1	-9%	-1%	0.3%	?	2%	2%	-21%[46.1 µM]	1%
Cc1nnc(-c2cccc(Br)c2)c2cn(-c3ccc(Br)cc3)nc12	-17%	-7%	1.4%	-2%	-1%	-1%	?	-10%
Cc1[nH]n(-c2ccccc2)c(=O)c1N=Nc1ccccc1	-6%	5%	0.0%	8%	-7%	9%	-26%	-10%
COc1ccc(C2(C(=O)NCCCN3CCOCC3)CCOCC2)cc1	-4%	5%	-7.3%	8%	9%	-8%	5%[46.1 µM]	13%
NC(=O)c1cccc(S(=O)(=O)N2CCCCC2)c1	5%	-2%	0.0%	-3%	?	5%	-11%[46.1 µM]	-3%
Cc1c(C(=O)NC(C)C)oc2c1-c1[nH]ncc1CC2	-8%	-23%	-2.0%	?	0%	-6%	5%[46.1 µM]	-5%
Cc1cc(Nc2cccc(Cl)c2)n2ncnc2n1	-9%	-6%	-0.4%	5%	0%	0%	8%	6%
O=C(CSc1ccc(-c2ccccn2)nn1)N1CCCC1	-8%	-3%	-1.1%	-2%	-9%	-4%	12%	-21%
NC1=NC(=O)C(Cc2cccc(Cl)c2)S1 (stereo unspecified)	5%	-4%	0.0%	-1%	8%	?	8%	-1%

The list is partial, so the mix of outcomes need not match the whole.
